U2OS ROS induce – cancer cell ROS induction; U2OS ROS induction, H2DCF-DA fluorescence; ROS induction (% of piperlongumine), % at 10 µM; 46,000 tested, 2% active; in the data active = ROS induction above about 79%, passing the limit was not always enough;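 note: 0% = DMSO vehicle median and 100% = reference compound median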
An asterisk follows results filed as active. A portion of the library (hit frequency here may not be typical).

SMILES	U2OS ROS induce
C[C@H]1CN([C@@H](C)CO)C(=O)c2cc(NC(=O)C3CC3)ccc2O[C@H]1CN(C)C(=O)Nc1cccc2ccccc12	3
COC(CN1C(=O)C2C3C=CC(C3)C2C1=O)OC (centres undefined)	-18
Cc1nnc(SCC(=O)Nc2ccc(Oc3ccccc3)cc2)s1	-5
O=C(c1ccco1)N1CCN(Cc2ccccc2Br)CC1	-8
Cc1oc(-c2ccccc2)cc1C(=O)Nc1cccc(/C=C\C(=O)O)c1	22
O=C(CSc1nc2ccccc2o1)c1cc2ccccc2oc1=O	5
O=C(Sc1ccccc1)c1cccc(Cn2cc(C(F)(F)F)ccc2=O)c1	19
COc1ccc(-n2ncc(NC(=O)N3CCOCC3)c2C)cc1	14
Cc1noc(C)c1NC(=O)Nc1cccc2c1O[C@@H](CN(C)C)[C@H](C)CN([C@H](C)CO)C2=O	-15
C[C@@H]1CCCCO[C@@H](CN(C)Cc2ccc3c(c2)OCO3)[C@@H](C)CN([C@H](C)CO)C(=O)c2cc(NS(=O)(=O)c3ccc(Cl)cc3)ccc2O1	25
Cc1cc2c(cc1S(=O)(=O)NCC1CCCO1)OCC(=O)N2 (centres undefined)	52
C[C@@H]1CCCCO[C@H](CN(C)S(=O)(=O)c2ccc(Cl)cc2)[C@@H](C)CN([C@H](C)CO)C(=O)c2cc(NS(=O)(=O)c3ccc(Cl)cc3)ccc2O1	51
O=C1CC(c2ccco2)CC2=C1C(c1ccco1)N(C(=O)C(F)(F)F)c1ccccc1N2 (centres undefined)	-2
C[C@@H]1CN([C@@H](C)CO)C(=O)CCCn2nncc2CO[C@H]1CN(C)Cc1ccc2c(c1)OCCO2	-8
O=C(CN1C(=O)c2ccccc2S1(=O)=O)Nc1cccc(O)c1	-2
C[C@H](CO)N1C[C@H](C)[C@H](CN(C)Cc2ccccc2)Oc2ccc(NC(=O)Nc3ccc4c(c3)OCO4)cc2CC1=O	4
O=C(Cn1cnc2ccccc2c1=O)Nc1ccc(S(=O)(=O)N2CCCC2)cc1	-9
O=C(Nc1ccccc1C(=O)Nc1ccccc1)c1cccs1	18
C[C@H](CO)N1C[C@H](C)[C@@H](CN(C)Cc2ccc3c(c2)OCO3)Oc2c(NC(=O)C3CCCCC3)cccc2C1=O	36
COc1ccc(S(=O)(=O)N2CCC(C)CC2)cc1	-4
COC(=O)CCCCCCC(=O)N/N=C/c1ccc(N(C)C)cc1	-1
CNC[C@@H]1Oc2c(NC(=O)Nc3ccc(OC)cc3)cccc2C(=O)N([C@H](C)CO)C[C@@H]1C	-8
Cc1ccc(S(=O)(=O)N(C)C[C@H]2Oc3c(NC(=O)c4cc(C)nn4C)cccc3C(=O)N([C@@H](C)CO)C[C@H]2C)cc1	-5
O=C(NCCc1ccccc1)c1sc(=S)n2c1[nH]c(=O)c1ccccc12	-2
Cc1noc(C)c1NC(=O)Nc1ccc2c(c1)C(=O)N([C@@H](C)CO)C[C@@H](C)[C@@H](CN(C)C)O2	0
Cc1nc(SCC(=O)O)c2oc3ccccc3c2n1	-3
Cc1noc(C)c1NC(=O)N(C)C[C@@H]1Oc2ncc(C#Cc3cccc(F)c3)cc2C(=O)N([C@H](C)CO)C[C@@H]1C	49
C[C@@H]1CN([C@H](C)CO)C(=O)c2cc(NC(=O)Nc3cccc4ccccc34)ccc2O[C@H]1CN(C)C(=O)Nc1ccc2c(c1)OCO2	-2
C[C@@H]1CN([C@H](C)CO)C(=O)c2cc(NC(=O)CCN3CCOCC3)ccc2O[C@H]1CN(C)Cc1ccc(C(=O)O)cc1	-15
Cc1noc(C)c1NC(=O)Nc1cccc2c1O[C@@H](CN(C)C(=O)NC(C)C)[C@H](C)CN([C@H](C)CO)C2=O	-6
COc1ccc(S(=O)(=O)Nc2cccc3c2O[C@@H](CN(C)C(=O)Nc2c(C)noc2C)[C@H](C)CN([C@H](C)CO)C3=O)cc1	-11
C[C@@H]1CN([C@@H](C)CO)C(=O)c2cccc(NS(C)(=O)=O)c2O[C@H]1CN(C)C(=O)Nc1ccc2c(c1)OCO2	-6
Cc1noc(C)c1S(=O)(=O)Nc1ccc2c(c1)C(=O)N([C@H](C)CO)C[C@@H](C)[C@H](CN(C)CC1CCCCC1)O2	-9
O=C(O)CC(CC(=O)Nc1ccc(Oc2ccccc2)cc1)c1ccccc1 (centres undefined)	-11
COc1ccc(C(=O)C(C)Oc2cccc(NC(=O)c3ccccc3[N+](=O)[O-])c2)cc1 (centres undefined)	-3
CCN1CCN(c2ncnc3c2c(-c2ccccc2)cn3-c2ccc(Cl)cc2)CC1	21
C[C@@H]1CN([C@H](C)CO)C(=O)c2cc(NC(=O)Nc3ccc(C(F)(F)F)cc3)ccc2O[C@@H]1CN(C)C(=O)Nc1ccc2c(c1)OCO2	-1
C[C@@H]1CN([C@H](C)CO)C(=O)Cc2cc(NS(=O)(=O)c3ccccc3)ccc2O[C@H]1CN(C)C	-2
COc1ccc(C#Cc2cnc3c(c2)C(=O)N([C@H](C)CO)C[C@H](C)[C@H](CN(C)S(C)(=O)=O)O3)cc1OC	51
COc1ccc(NC(=O)Nc2cccc3c2O[C@@H](CN(C)Cc2ccc(C(F)(F)F)cc2)[C@@H](C)CN([C@@H](C)CO)C3=O)cc1	16
Cc1ccc(C)c(CSCc2nc3ccccc3[nH]2)c1	-14
Cc1ccc(OCC(=O)Nc2cccc(C(=O)O)c2C)cc1	-4
CCCCn1c(SCC(=O)O)nc2ccccc21	0
CC(C)NC(=O)N(C)C[C@H]1Oc2ccc(NC(=O)Nc3ccccc3)cc2C(=O)N([C@@H](C)CO)C[C@H]1C	-11
C[C@@H]1CN([C@@H](C)CO)C(=O)Cc2cc(NC(=O)C3CCCCC3)ccc2O[C@@H]1CN(C)C(=O)Nc1ccccc1	46
C[C@@H]1CCCCO[C@H](CN(C)Cc2ccc(C(F)(F)F)cc2)[C@@H](C)CN([C@H](C)CO)C(=O)c2cc(NC(=O)Nc3ccc(F)cc3)ccc2O1	33
Cc1cccc(OCC(=O)Nc2ccc3c(c2)nc(CN2CCCCC2)n3C)c1	3
C[C@@H]1CN([C@@H](C)CO)C(=O)c2cc(NC(=O)C3CCCCC3)ccc2O[C@@H]1CN(C)CC1CCCCC1	5
C[C@H](CO)N1C[C@H](C)[C@H](CN(C)C(=O)Nc2ccc(C(F)(F)F)cc2)Oc2ccc(NC(=O)Nc3ccc4c(c3)OCO4)cc2C1=O	103*
CNC[C@@H]1Oc2ccc(NS(=O)(=O)c3c(C)noc3C)cc2CC(=O)N([C@H](C)CO)C[C@@H]1C	-6
C=CCNC(=O)[C@H]1[C@@H]2C(=O)O[C@@H](c3ccccc3)[C@@H](c3ccccc3)N2[C@@H](c2ccccc2OCCO)[C@]12C(=O)N(C(=O)OCCOC)c1ccc(C#CC3=CCCCC3)cc12	177*
Cc1ccc(OCC(=O)Nc2ccc3oc(-c4ccc(F)cc4)nc3c2)cc1C	-3
CCOC(=O)Cc1cc(C(=O)c2ccc(OC)cc2)sc1-c1ccc(OC)cc1	27
COc1cc(CO)cc(I)c1OCc1cccc(C(=O)O)c1	-3
C[C@@H]1CN([C@H](C)CO)C(=O)c2cc(NS(=O)(=O)c3ccc(Cl)cc3)ccc2O[C@@H]1CN(C)Cc1ccc(C(F)(F)F)cc1	16
COc1cc([C@@H]2C3C=C([C@H]4Oc5cc(O)cc(O)c5C(=O)[C@@H]4O)[C@H]4[C@@H]2COC4(O)C3=O)ccc1O	5
C[C@@H]1CN([C@@H](C)CO)C(=O)c2cccc(NS(=O)(=O)c3ccc(Cl)cc3)c2O[C@@H]1CN(C)S(=O)(=O)c1cn(C)cn1	-1
C[C@H](CO)N1C[C@H](C)[C@@H](CN(C)S(=O)(=O)c2cn(C)cn2)Oc2c(NC(=O)Nc3cccc4ccccc34)cccc2C1=O	-10
O=C(Sc1ccc(Cl)cc1)c1ccc(-c2cccs2)s1	-7
C[C@@H]1CN([C@@H](C)CO)C(=O)c2cc(NC(=O)Nc3cccc4ccccc34)ccc2O[C@@H]1CN(C)C	-4
(further entries)
SMILES	U2OS ROS induce
Cc1ccc(S(=O)(=O)Nc2ccc3c(c2)C(=O)N([C@H](C)CO)C[C@H](C)[C@@H](CN(C)C(=O)Nc2c(C)noc2C)OCCCC[C@@H](C)O3)cc1	5
C[C@@H]1CN([C@@H](C)CO)C(=O)c2cccc(NC(=O)Nc3cccc4ccccc34)c2O[C@H]1CN(C)S(=O)(=O)c1cccs1	7
COC(=O)c1cc(C(=O)NCc2ccccc2OC)cc([N+](=O)[O-])c1	-4
Cc1noc(C)c1NC(=O)Nc1cccc2c1O[C@H](CN(C)Cc1ccc(Oc3ccccc3)cc1)[C@@H](C)CN([C@@H](C)CO)C2=O	88*
C[C@H](CO)N1C[C@H](C)[C@H](CN(C)Cc2ccc3c(c2)OCO3)Oc2c(NS(=O)(=O)c3cccs3)cccc2C1=O	9
COc1ccccc1-c1nnc(SCC(=O)Nc2ccccc2)o1	29
CN(C)C(=O)N1CCC(C(=O)N2CCC3(CC2)OCCO3)CC1	-13
Cc1noc(C)c1NC(=O)N(C)C[C@H]1Oc2ccc(NC(=O)CCN3CCOCC3)cc2C(=O)N([C@@H](C)CO)C[C@@H]1C	-2
Cc1cccc(NC(=O)CN(c2cc(Cl)c(Cl)cc2Cl)S(C)(=O)=O)c1	-6
COc1cc(Br)cc(/C=N/NC(=O)CCCCCCC(=O)Nc2ccccc2O)c1O	12
CNC[C@H]1Oc2ccc(NC(=O)CCN3CCOCC3)cc2C(=O)N([C@@H](C)CO)C[C@@H]1C	-5
C[C@H]1CN([C@@H](C)CO)C(=O)Cc2cc(NS(=O)(=O)c3cn(C)cn3)ccc2O[C@@H]1CN(C)C(=O)Nc1ccc(C(F)(F)F)cc1	2
COC(=O)c1cc(OC)c(OC)cc1NC(=O)COc1cc(C)c(Br)cc1C	3
CC(=O)OC1CC2(C)C3CC=C4C(CC(O)C(O)C4(C)C)C3(C)CCC2(C)C1C(C)(O)C(=O)CCC(C)(C)O (centres undefined)	-9
CCN(CC)CCOc1ccc(/C(=C(\Cl)c2ccccc2)c2ccccc2)cc1	19
C[C@H](CO)N1C[C@H](C)[C@@H](CN(C)C(=O)Nc2ccc(F)cc2)Oc2ccc(NC(=O)Cn3cnnn3)cc2C1=O	0
Cc1noc(C)c1NC(=O)Nc1ccc2c(c1)C(=O)N([C@H](C)CO)C[C@@H](C)[C@H](CN(C)Cc1ccc(-c3ccccc3)cc1)O2	29
CS(=O)(=O)N(CC(=O)Nc1ccc(Br)c(Cl)c1)c1cc(Cl)ccc1Cl	17
C[C@@H]1CN([C@H](C)CO)C(=O)c2cccc(NC(=O)c3cnccn3)c2O[C@@H]1CN(C)S(=O)(=O)c1cccs1	2
C[C@@H]1CN([C@H](C)CO)C(=O)c2cccc(NC(=O)Nc3ccc(C(F)(F)F)cc3)c2O[C@@H]1CN(C)S(=O)(=O)c1ccc(F)cc1	36
CC(C)(C)n1nc(-c2ccc(Cl)cc2)c2c(N)ncnc21	4
COc1ccc([Si](C)(C)[C@H]2[C@H](CCO)O[C@@]3(C(=O)N(Cc4cccc(NC(=O)[C@H](C)O)c4)c4ccccc43)[C@@H]2C)cc1	12
CC1CCN(S(=O)(=O)Cc2ccccc2)CC1	-10
C[C@H](CO)N1C[C@H](C)[C@@H](CN(C)S(C)(=O)=O)Oc2c(NC(=O)Nc3ccc(C(F)(F)F)cc3)cccc2C1=O	25
Cc1ccc(Cn2c(=O)cc(C(=O)NCc3cccs3)c3ccccc32)cc1	-7
COc1ccc(NC(=O)N(C)C[C@H]2Oc3c(NC(=O)CCCCCC(=O)Nc4ccccc4N)cccc3C(=O)N([C@H](C)CO)C[C@@H]2C)cc1	-11
N#Cc1cc2c(nc1SCC(=O)Nc1cccc(F)c1)CCCCC2	0
CCN(CC)S(=O)(=O)c1ccc(C(=O)Nc2ccc3c(c2)OC(C)(C)O3)cc1	8
Cc1nnc(SCc2ccc(C(=O)N3CCOCC3)cc2)s1	-2
COC(=O)c1ccc2nsnc2c1	-5
C[C@H](CO)N1C[C@H](C)[C@H](CN(C)S(=O)(=O)c2ccc(F)cc2)Oc2c(NC(=O)Nc3ccc(C(F)(F)F)cc3)cccc2C1=O	-10
COc1ccccc1N1C(=O)CC(SCC(=O)Nc2ccc(F)cc2)C1=O (centres undefined)	-21
COC(=O)N(C)C[C@@H]1OCc2cn(nn2)CCCC(=O)N([C@H](C)CO)C[C@@H]1C	3
C=CCNC(=O)c1cc(-c2ccc(C)c(C)c2)nc2ccccc12	-13
Cc1cc(C)c(C)c(S(=O)(=O)N2CCN(c3ncnc4sc5c(c34)CCCC5)CC2)c1C	3
COc1cc(CCc2ccc3c(c2)OCO3)oc(=O)c1	6

Entries above with a Cl atom:
SMILES	U2OS ROS induce
C[C@@H]1CCCCO[C@@H](CN(C)Cc2ccc3c(c2)OCO3)[C@@H](C)CN([C@H](C)CO)C(=O)c2cc(NS(=O)(=O)c3ccc(Cl)cc3)ccc2O1	25
C[C@@H]1CCCCO[C@H](CN(C)S(=O)(=O)c2ccc(Cl)cc2)[C@@H](C)CN([C@H](C)CO)C(=O)c2cc(NS(=O)(=O)c3ccc(Cl)cc3)ccc2O1	51
CCN1CCN(c2ncnc3c2c(-c2ccccc2)cn3-c2ccc(Cl)cc2)CC1	21
C[C@@H]1CN([C@H](C)CO)C(=O)c2cc(NS(=O)(=O)c3ccc(Cl)cc3)ccc2O[C@@H]1CN(C)Cc1ccc(C(F)(F)F)cc1	16
C[C@@H]1CN([C@@H](C)CO)C(=O)c2cccc(NS(=O)(=O)c3ccc(Cl)cc3)c2O[C@@H]1CN(C)S(=O)(=O)c1cn(C)cn1	-1
O=C(Sc1ccc(Cl)cc1)c1ccc(-c2cccs2)s1	-7
Cc1cccc(NC(=O)CN(c2cc(Cl)c(Cl)cc2Cl)S(C)(=O)=O)c1	-6
CCN(CC)CCOc1ccc(/C(=C(\Cl)c2ccccc2)c2ccccc2)cc1	19
CS(=O)(=O)N(CC(=O)Nc1ccc(Br)c(Cl)c1)c1cc(Cl)ccc1Cl	17
CC(C)(C)n1nc(-c2ccc(Cl)cc2)c2c(N)ncnc21	4
